Screens: PubChem, University of Kansas High Throughput Screening Laboratory
Pf apPOL block: Pf-apPOL inhibitors, biochemical, fluorescence. AID 1794808, 2022. inhibition, % at 10 µM. actives 0.25% (n = 210,000). Plasmodium falciparum apicoplast DNA polymerase (apPOL). Recombinant Pf-apPOL, molecular beacon fluorescence, 1.5 h
mHTT-CaM PPI inh: mutant huntingtin-calmodulin interaction inhibitors – biochemical, AlphaScreen, primary screen; P42858; AlphaScreen His-mHTT/GST-CaM binding, luminescence; inhibition, % at 15 µM; actives 3.6% (n = 190,000); AID 1671202, 2021;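 note: 0% = both proteins with DMSO and 100% = one protein alone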
Target sequence (P42858 whole entry, looked up, stated change not applied): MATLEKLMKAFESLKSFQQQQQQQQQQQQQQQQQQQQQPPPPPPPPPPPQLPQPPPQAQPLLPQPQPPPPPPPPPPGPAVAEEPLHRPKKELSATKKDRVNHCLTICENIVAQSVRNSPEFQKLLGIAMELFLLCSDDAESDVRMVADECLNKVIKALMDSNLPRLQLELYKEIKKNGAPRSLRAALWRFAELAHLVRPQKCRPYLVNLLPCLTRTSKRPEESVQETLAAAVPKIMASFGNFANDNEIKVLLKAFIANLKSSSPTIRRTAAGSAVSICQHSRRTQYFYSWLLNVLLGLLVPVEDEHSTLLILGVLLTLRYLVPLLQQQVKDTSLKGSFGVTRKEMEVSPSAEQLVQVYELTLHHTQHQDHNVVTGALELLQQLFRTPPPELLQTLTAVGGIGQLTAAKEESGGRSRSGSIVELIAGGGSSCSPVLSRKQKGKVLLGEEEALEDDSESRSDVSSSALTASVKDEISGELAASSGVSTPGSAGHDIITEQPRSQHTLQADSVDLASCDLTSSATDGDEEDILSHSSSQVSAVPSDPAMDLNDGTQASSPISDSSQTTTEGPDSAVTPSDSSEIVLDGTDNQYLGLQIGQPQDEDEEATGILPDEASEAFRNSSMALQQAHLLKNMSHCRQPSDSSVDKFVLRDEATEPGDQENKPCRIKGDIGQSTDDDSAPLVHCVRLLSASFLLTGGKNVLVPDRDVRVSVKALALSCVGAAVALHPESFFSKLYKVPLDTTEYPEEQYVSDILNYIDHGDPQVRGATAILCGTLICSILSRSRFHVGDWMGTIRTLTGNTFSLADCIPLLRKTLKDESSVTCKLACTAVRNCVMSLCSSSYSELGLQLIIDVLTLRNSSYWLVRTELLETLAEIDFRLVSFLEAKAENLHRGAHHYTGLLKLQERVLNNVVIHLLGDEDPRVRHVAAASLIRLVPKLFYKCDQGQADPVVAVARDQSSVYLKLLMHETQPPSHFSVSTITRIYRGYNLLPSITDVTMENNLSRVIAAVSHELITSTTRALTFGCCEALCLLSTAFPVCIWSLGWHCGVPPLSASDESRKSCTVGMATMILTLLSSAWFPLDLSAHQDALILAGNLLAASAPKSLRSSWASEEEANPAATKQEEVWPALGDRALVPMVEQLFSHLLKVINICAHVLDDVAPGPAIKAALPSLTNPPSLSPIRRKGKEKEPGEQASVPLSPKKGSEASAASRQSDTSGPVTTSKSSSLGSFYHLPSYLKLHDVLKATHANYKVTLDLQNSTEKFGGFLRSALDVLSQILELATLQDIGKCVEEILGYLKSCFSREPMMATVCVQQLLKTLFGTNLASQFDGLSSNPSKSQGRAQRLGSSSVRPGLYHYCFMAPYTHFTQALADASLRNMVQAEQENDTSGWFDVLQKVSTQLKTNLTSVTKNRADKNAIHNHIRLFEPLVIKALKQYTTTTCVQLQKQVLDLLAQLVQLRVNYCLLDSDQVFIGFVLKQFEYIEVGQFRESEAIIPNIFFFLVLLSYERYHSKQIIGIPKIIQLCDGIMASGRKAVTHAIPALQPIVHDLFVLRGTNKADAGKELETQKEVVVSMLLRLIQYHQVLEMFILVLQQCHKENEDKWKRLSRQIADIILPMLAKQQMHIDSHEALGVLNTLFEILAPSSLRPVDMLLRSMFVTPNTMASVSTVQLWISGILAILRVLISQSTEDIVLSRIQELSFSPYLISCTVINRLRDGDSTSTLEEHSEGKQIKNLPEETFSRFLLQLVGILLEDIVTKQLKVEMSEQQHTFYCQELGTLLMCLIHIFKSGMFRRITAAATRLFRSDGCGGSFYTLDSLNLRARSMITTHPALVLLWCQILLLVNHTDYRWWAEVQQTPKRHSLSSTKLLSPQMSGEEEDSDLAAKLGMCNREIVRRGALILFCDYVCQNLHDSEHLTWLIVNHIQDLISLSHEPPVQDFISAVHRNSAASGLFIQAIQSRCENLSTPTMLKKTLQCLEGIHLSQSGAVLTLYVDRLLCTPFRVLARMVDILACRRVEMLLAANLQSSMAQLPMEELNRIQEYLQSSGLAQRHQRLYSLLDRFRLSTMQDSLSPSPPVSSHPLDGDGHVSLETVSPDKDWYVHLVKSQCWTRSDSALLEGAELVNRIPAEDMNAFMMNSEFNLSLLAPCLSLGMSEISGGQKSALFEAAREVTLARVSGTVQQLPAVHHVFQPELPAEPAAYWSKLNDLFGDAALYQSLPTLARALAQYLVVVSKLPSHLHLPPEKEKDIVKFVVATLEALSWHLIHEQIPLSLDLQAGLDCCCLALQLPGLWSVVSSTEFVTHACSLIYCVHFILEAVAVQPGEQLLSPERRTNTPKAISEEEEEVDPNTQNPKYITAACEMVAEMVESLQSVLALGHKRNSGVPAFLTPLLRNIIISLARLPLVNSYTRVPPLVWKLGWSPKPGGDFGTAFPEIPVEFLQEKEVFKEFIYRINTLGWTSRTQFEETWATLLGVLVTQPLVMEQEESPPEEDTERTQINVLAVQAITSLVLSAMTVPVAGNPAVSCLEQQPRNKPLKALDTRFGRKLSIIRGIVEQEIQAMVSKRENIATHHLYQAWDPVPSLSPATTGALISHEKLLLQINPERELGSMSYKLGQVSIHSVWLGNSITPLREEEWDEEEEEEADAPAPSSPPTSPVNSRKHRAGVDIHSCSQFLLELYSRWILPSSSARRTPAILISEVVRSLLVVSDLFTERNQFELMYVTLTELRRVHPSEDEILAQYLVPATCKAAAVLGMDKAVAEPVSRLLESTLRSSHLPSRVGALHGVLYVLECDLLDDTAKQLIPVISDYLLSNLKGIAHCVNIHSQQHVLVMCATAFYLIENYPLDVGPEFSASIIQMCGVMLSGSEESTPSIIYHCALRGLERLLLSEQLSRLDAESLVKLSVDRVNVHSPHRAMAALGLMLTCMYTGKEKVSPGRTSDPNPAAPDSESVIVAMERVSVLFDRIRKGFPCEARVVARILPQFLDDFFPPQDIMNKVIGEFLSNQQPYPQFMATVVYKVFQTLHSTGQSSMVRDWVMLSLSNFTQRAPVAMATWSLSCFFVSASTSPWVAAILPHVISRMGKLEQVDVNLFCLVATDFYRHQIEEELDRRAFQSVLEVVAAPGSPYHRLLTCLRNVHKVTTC
The depositor's hits bear a star; i = inactive; . = not tested or not shown; & = joins results of further samples. Cut-off read from the data, not from the text of the source: active = inhibition above about 50%; inactive = the rest.

The line under a structure holds: Pf apPOL block	mHTT-CaM PPI inh
COc1ccc(NC(=O)c2c(F)c(F)c(F)c(F)c2F)c([N+](=O)[O-])c1
 : 2	5
Cn1cc2c3c(cccc31)CN(C(=O)NCc1ccc(F)cc1)CC2
 : -6	11
Clc1ccc(CN2CCN(Cc3ccc(Cl)cc3)C2c2ccncc2)cc1
 : .	-1
CSc1ccccc1C(=O)Nc1ccc2ncsc2c1
 : 2	4
CC(C(=O)NN)C1=NC(C)(C)Cc2ccccc21 (stereo not drawn)
 : 4	27
Cc1ccccc1C(=O)N1CC2CC1CC2NC(=O)c1ccccc1 (stereo not drawn)
 : -1	-2
COc1cccc(CNC(=O)c2cnn3c(C)c(Cc4ccccc4Cl)c(C)nc23)c1
 : -6	-4
CC(C)(C)C(=O)N1CCN(c2nc(CN3CCOCC3)cs2)CC1
 : 0	5
COc1nccnc1N1CCC(N(C)C(=O)NCc2ccc(F)cc2)C1 (stereo not drawn)
 : -3	1
CC(=O)NC1CCN(c2nc3c(s2)c(C)nn3-c2ccccc2)CC1
 : 0	19
CC(Oc1ccc(C(C)(C)C)cc1)C(=O)Nc1ccc(S(N)(=O)=O)cc1 (stereo not drawn)
 : -5	.
Nc1c(C(=O)Nc2ccccc2Br)sc2nc(-c3ccncc3)ccc12
 : -2	9
CCN1C(=O)Cc2ccccc2C1C(=O)N1CCN(c2ccc(OC)cc2)CC1 (stereo not drawn)
 : -3	11
Cc1ccc(NC(=O)N2CCCC2c2ccccc2F)cc1F (stereo not drawn)
 : -7	-14
COc1ccc(/C=C2\SC(=O)N(CNc3ccc(C)cc3C)C2=O)cc1
 : 4	4
CC(=O)NC(CCS(C)(=O)=O)C(=O)Nc1cc(F)ccc1C (stereo not drawn)
 : -8	-6
O=C(CSc1nc2ccccc2o1)N1CCCc2ccccc21
 : 4&0	-24
COc1ccc(-c2c(C)oc3cc(O)ccc3c2=O)cc1OC
 : -5&-2	3&5
CC1CCCN(S(=O)(=O)c2cc(C(=O)Nc3ccc(Cl)c(Cl)c3)ccc2F)C1 (stereo not drawn)
 : -8	-11
O=C1c2ccccc2C(=O)c2c1oc1c3c(ccc21)OCN(CC1CCCO1)C3 (stereo not drawn)
 : 10	40
Cc1sc(NC(=O)c2ccccc2[N+](=O)[O-])c(C(N)=O)c1C
 : -2	3
CC(=O)C1=C(O)C(=O)N(c2ccc(C)cc2)C1c1ccc(N(C)C)cc1 (stereo not drawn)
 : -19	2
CCOc1ccc(N(CC(N)=O)S(=O)(=O)c2ccc(SC)cc2)cc1
 : -12	1
CCOCCCNC(=O)c1ccc2c(c1)NC(=O)C(N1CCOCC1)S2 (stereo not drawn)
 : -21	-6
Cn1nc(C(=O)NCc2ccccc2)c2c1CCN(C(=O)c1cccs1)C2
 : -14	4
O=C(Nc1ccc(-c2ccn[nH]2)cc1)C1CC(=O)N(c2ccc(F)cc2)C1 (stereo not drawn)
 : -5	2
COc1cccc2cc(-c3nnc(NCc4ccccc4)s3)c(=O)oc12
 : -8	-4
O=C(Nc1ccc(F)c(Cl)c1)c1ccc(-c2cnc(N3CCCC3)nc2)cc1
 : 5	-9
O=C(c1cccc(F)c1F)N1CCCCC1
 : -8	-7
O=C(Nc1cc2cccc([N+](=O)[O-])c2oc1=O)c1cccc(I)c1
 : -2	4

Looked up by compound from the list above:
The line under a structure holds: Pf apPOL block	mHTT-CaM PPI inh
CCN1C(=O)Cc2ccccc2C1C(=O)N1CCN(c2ccc(OC)cc2)CC1 (stereo not drawn)
 : -3	11
CC(=O)C1=C(O)C(=O)N(c2ccc(C)cc2)C1c1ccc(N(C)C)cc1 (stereo not drawn)
 : -19	2
O=C1c2ccccc2C(=O)c2c1oc1c3c(ccc21)OCN(CC1CCCO1)C3 (stereo not drawn)
 : 10	40
COc1nccnc1N1CCC(N(C)C(=O)NCc2ccc(F)cc2)C1 (stereo not drawn)
 : -3	1
O=C(c1cccc(F)c1F)N1CCCCC1
 : -8	-7
COc1ccc(/C=C2\SC(=O)N(CNc3ccc(C)cc3C)C2=O)cc1
 : 4	4
COc1cccc(CNC(=O)c2cnn3c(C)c(Cc4ccccc4Cl)c(C)nc23)c1
 : -6	-4

Returning to the listing, starting 6 compounds before the break.
The line under a structure holds: Pf apPOL block	mHTT-CaM PPI inh
Cn1nc(C(=O)NCc2ccccc2)c2c1CCN(C(=O)c1cccs1)C2
 : -14	4
O=C(Nc1ccc(-c2ccn[nH]2)cc1)C1CC(=O)N(c2ccc(F)cc2)C1 (stereo not drawn)
 : -5	2
COc1cccc2cc(-c3nnc(NCc4ccccc4)s3)c(=O)oc12
 : -8	-4
O=C(Nc1ccc(F)c(Cl)c1)c1ccc(-c2cnc(N3CCCC3)nc2)cc1
 : 5	-9
O=C(c1cccc(F)c1F)N1CCCCC1
 : -8	-7
O=C(Nc1cc2cccc([N+](=O)[O-])c2oc1=O)c1cccc(I)c1
 : -2	4
COc1ccc(C=C2Oc3c(ccc(O)c3CN3CCOCC3)C2=O)c(OC)c1OC
 : -7	6
COCCNC(=O)Cc1ccc(NC(=O)CSCc2ccccc2)cc1
 : -5	-15
O=c1cc(O)c2c(n1-c1ccccc1)CCCC2
 : -10	.
N#CCc1nnc2n1CCCCC2
 : -7	-4
Cn1nc(-c2nc(-c3ccccc3)no2)c2c1CCN(C(=O)c1ccco1)C2
 : -2	24
CS(=O)(=O)c1ccc(NC(=O)c2ccc(F)cc2F)cc1
 : -6	-4
CCC(=O)N(C)CC(=O)N1N=C(c2cccn2C)CC1c1ccccc1 (stereo not drawn)
 : -3	28
O=C(Cc1ccc(F)cc1)N1CCCC(COc2cccc(C(=O)N3CCCCC3)c2)C1 (stereo not drawn)
 : -5	-8
O=C1C2CCCCC2C(=O)N1c1ccc(Cl)c(C(F)(F)F)c1 (stereo not drawn)
 : -1	-1
O=C(Nc1ccc2oc(-c3ccc(F)cc3)nc2c1)c1ccccc1[N+](=O)[O-]
 : 3	6
COc1ccc(Br)cc1S(=O)(=O)N1CC(C)CC(C)C1 (stereo not drawn)
 : -35	-7
COc1ccc(N2C(=O)C3C(C2=O)C2(C)C=CC3(C)O2)c([N+](=O)[O-])c1 (stereo not drawn)
 : -1	2
Nc1ncnc(NCCc2ccc(S(N)(=O)=O)cc2)c1[N+](=O)[O-]
 : 2	3
Cc1ccc(C)c(NC(=O)NCc2ccnc(N3CCSCC3)c2)c1
 : -1	2
COC(=O)c1sccc1N=Nc1c(O)ccc2ccccc12
 : -21	.
CC1CCN(Cn2nc(-c3ccco3)n(C)c2=S)CC1
 : .	-8
COc1ccc(-c2csc3nc[nH]c(=O)c23)cc1
 : -3&0	-15&3
CCCCCCn1cc(CN2CC(N3CCSCC3)CS2(=O)=O)nn1 (stereo not drawn)
 : -5	-3
CCN(CC)C(=O)C1CCCN(Cc2ccc(C)cc2C)C1 (stereo not drawn)
 : 2	-2
CC(C)(C)c1ccc(OCC(=O)O/N=C(\N)c2cccnc2)cc1
 : 0	i
Cc1cc(C)n(-c2ccc(CNC(=O)c3ccc(Cl)s3)cc2)n1
 : 1	-2
COc1ccc(-c2cc(C(=O)Nc3cc(C)on3)no2)cc1OC
 : -2	1
O=C(NCCCN1CCCCC1)C1CCCN(c2cn[nH]c(=O)c2)C1 (stereo not drawn)
 : -4	1
Nc1nc(N)nc(-c2ccc(Oc3ccccc3)cc2)n1
 : -1	4
O=C(O)CCC(=O)Nc1ccc(Cl)cn1
 : -4	4
CCCC(=O)N1CCC[C@]2(CC[C@H](CCC(C)=O)O2)C1
 : -3	-2
Cc1csc(Cn2nc(CC(=O)NN=Cc3ccccc3)c3ccccc3c2=O)n1
 : -1&-2	.
Cc1ccc(N=C(C#N)C2=C(O)c3ccccc3C2=O)cc1C
 : 0	.
COc1cccc2c1OC1(C)CC2NC(=O)N1c1cccc(C(=O)O)c1 (stereo not drawn)
 : -4	-1
O=C(CN1C(=O)/C(=C/c2ccc(C(F)(F)F)cc2)Sc2ccccc21)NC1CCCC1
 : -8	-5

(cont.)
molecule | Pf apPOL block | mHTT-CaM PPI inh
O=C(COc1ccc(Cl)cc1)Nc1ccc(NC(=O)c2ccccc2)cc1 | -3 | 3
Cc1ncc2c(c1O)COC(C(C)C)OC2 (stereo not drawn) | 3 | .
CCOc1ccc(NC(=O)c2ccc3c(c2)OCO3)c([N+](=O)[O-])c1 | 1 | 2
COc1cc(/C=N/OCc2cccc(Br)c2)cc(OC)c1OC | -3 | i
CCc1ccc(NC(=O)c2cc(S(=O)(=O)N3CCN(c4ccccn4)CC3)ccc2F)cc1 | -2 | 3
COc1ccc(/C=C/c2ccccc2)cc1[C@H]1[C@@H]2C=CCC[C@@]2(C)C(=O)N1Cc1ccccc1 | -7 | 35
O=C(NCCOCc1ccccc1)c1ccccc1I | 0 | -4
CC(C)(C)C(=O)Nc1cccc(C(=O)Nc2ccc(Br)cc2)c1 | 0 | 4
CCOc1ccccc1N1CCN(C(=O)NC2CCCCC2)CC1 | -2 | 1
CCOC(=O)N1CCC2(CC1)N=C(c1ccc(F)cc1)CC(c1cc(Cl)ccc1O)N2 (stereo not drawn) | 4 | 29
CCN1CCN(CCCNC(=O)CC2CCN(C(=O)c3[nH]c(C)c(C)c3C)CC2)CC1 | 3 | 7
CC(=O)NCc1csc(C2CCN(C(=O)c3cccc(C)c3)CC2)n1 | -1 | 0
O=C(Nc1ccc2c(N3CCCC3)ncnc2c1)c1ccccc1Br | -3 | 2
Cc1cccc(N2C(=O)CC(N3CCN(c4ccc(Cl)cc4)CC3)C2=O)c1 (stereo not drawn) | -3 | 0
CCC(=O)Nc1cccc(NC(=O)c2ccc(I)cc2)c1 | 4 | -4
O=C(Nc1c2c(nn1-c1ccc(Cl)cc1)CS(=O)(=O)C2)c1ccccc1Br | 0 | -1
C/C=C/c1ccccc1OCc1ccc(C(=O)O)o1 | 6 | 4
Clc1cccc(-c2nc(COc3ccc4c(c3)OCO4)no2)c1 | 4 | -4
COc1ccc(CC(C)(O)CNC(=O)c2cccc(C(F)(F)F)c2)cc1 (stereo not drawn) | -4 | -14
COc1cccc(CNC(=O)c2cc3c(s2)CCN(C(=O)c2ccc(F)cc2)C3)c1 | -4 | 12
COCc1nnc(NC(=O)C2CC(=O)N(CCc3c[nH]c4ccc(Cl)cc34)C2)s1 (stereo not drawn) | -1 | 8
Cc1ccc2nc(-c3ccc4c(c3)OCCO4)cn2c1 | -20 | .
NC(=O)C1CCCN(Cc2ccc(Cl)cc2)C1 (stereo not drawn) | 2 | -9
O=C(C1CCN(Cc2ccccc2O)CC1)N(CCc1ccccc1)Cc1ccccc1 | 2 | 17
CN(C)CCN1CCN(C2CN(Cc3cn(Cc4cccc(C(F)(F)F)c4)nn3)S(=O)(=O)C2)CC1 (stereo not drawn) | 5 | -4
O=C(O)CCC(=O)NC1CCCCC1NC(=O)CCC(=O)O (stereo not drawn) | 0 | -5
CC1CCN(S(=O)(=O)c2cn(CC(=O)NCc3ccc(F)cc3)c(=O)c3ccccc23)CC1 | -7 | 9
O=C(O)CC(CCc1ccccc1)CC(=O)O | 0 | -2
Cc1cccc(Cn2cnc3c2c(=O)n(C2CC2)c(=O)n3-c2ccc(F)cc2)c1 | -3 | -4
CCn1nccc1C(=O)N1CCc2c(nc(-c3ccc(F)cc3)[nH]c2=O)C1 | 5 | -1
Cc1cc(OCC(=O)Nc2cccc(-c3nc4ncccc4o3)c2)ccc1Cl | 0 | 2
Cc1cc(Nc2ccc(F)c(Cl)c2)nc(N)n1 | -2 | .
CCc1cc(C(=O)Nc2ccc(F)c(C)c2)nc2ccnn12 | -1 | -43
COc1ccc2c(c1)=CC(=Cc1[nH]c(SC(C)=O)nc1O)C(=O)N=2 | -4 | 100*
Cc1ccccc1CC(=O)N1CCC(OCc2nc(C3CC3)no2)CC1 | -4 | 1
CC(=O)Nc1ccc(-c2noc(C3CCN(C(=O)Cc4ccc(C)cc4)CC3)n2)cc1 | -2 | 25
COc1cc(Br)ccc1NC(=O)CN1CCN(C)CC1 | -10 | -3
FC(F)(F)Oc1ccccc1-c1nnc(-c2cccc(C(F)(F)F)c2)o1 | -4 | .
Cc1nn(C)c(Sc2ccccn2)c1[N+](=O)[O-] | -9&-1 | .
CCC1CCCCN1C(=O)CCc1ccccc1 (stereo not drawn) | -1 | -3
O=C(Nc1c2c(nn1-c1cccc(Cl)c1)CS(=O)(=O)C2)c1c(F)cccc1Cl | 0 | 0
COc1cc(/C=C2/N=C(c3cccc(C)c3)OC2=O)cc(OC)c1OC | 9 | 2
COC[C@@H]1CCCN1c1ccc2c(c1)O[C@@H](COCc1ccccc1)CN([C@@H](C)c1ccccc1)S2(=O)=O | 0 | -3
COC(=O)c1c2c(nc3ccc(C)cc13)CCN(C(=O)c1cccc(C)c1)C2 | -2 | 3
Cc1nc(-c2cccc(C(=O)NC(C)C)c2)no1 | -1 | -1
CCC(C)c1ccc(OCCN2CCCC2)cc1 (stereo not drawn) | -1 | 0
CCN1CCn2cc(C(=O)NCc3ccccc3C)nc2C1 | -6 | 25
COc1cccc(CNC(=O)c2cccc(C3CCCN(C(=O)NC(C)C)C3)c2)c1 (stereo not drawn) | -4 | 5
CO/N=C/c1c(Sc2ccc(C)cc2)nc2ccccn2c1=O | 10 | i
CCOC(=O)COc1ccc2c(c1)OC(=Cc1ccc(OC)cc1OC)C2=O | -4 | -19

Remaining list, next part
molecule | Pf apPOL block | mHTT-CaM PPI inh
N#Cc1c(Nc2ccc(Cl)cc2)[nH]c(=O)c(C#N)c1Nc1ccccc1 | 3 | -2
CC(C)(C)NCCCOc1ccc(Br)cc1Cl | -7 | -6
O=C1C(=Cc2cc3ccccc3o2)Oc2c1ccc(O)c2CN1CCCCCC1 | -7 | 5
COc1cc(C(=O)Nc2ccc3oc(-c4ccccc4)cc(=O)c3c2)cc(OC)c1OC | -13 | 12
O=C(NC1CCCCC1)N1CCN(c2ccc([N+](=O)[O-])cc2)CC1 | 0 | 0
O=C(Nc1c2c(nn1-c1ccc([N+](=O)[O-])cc1)CS(=O)(=O)C2)c1c(F)cccc1F | -1 | 4
COc1cc(OC)cc(C(=O)N2CCC3(CC2)NC(=O)N(Cc2ccc(C)cc2)C3=O)c1 | 0 | 11
COc1ccc(NC(=O)c2cc(-c3ccccc3OC)nc3ccccc23)c([N+](=O)[O-])c1 | 0 | 20
